GAA inh = blocks human lysosomal alpha-glucosidase. P10253. purified human GAA, 4-MU-alpha-glucoside fluorescence. Potency, µM (titrated, usually from 76.9 µM), for the others: at the highest dose activity change, negative = inhibition, hits mostly inhibitors. actives 0.005% (n = 200,000). AID 1466;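 note: plate controls were uninhibited enzyme wells for no effect and no-enzyme background for full effect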
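qHTS format, compound range up to 77 uM. Human lysosomal enzyme at 4 nM, 400 uM 4-MU glucoside substrate, pH 5.0, 20 min room temperature; fluorescence after alkaline stop gives activity normalized to controls.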
GAA glycogen mod = GAA glycogen-cleavage inhibition or activation; P10253; actives 0.38% (n = 300,000); recombinant GAA, glycogen substrate, Amplex Red glucose oxidase fluorescence; AID 2100; Potency, µM (highest dose often 76.4 µM), inactives show top-dose activity change, negative = inhibition, hits mostly inhibitors;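 note: 0% = full enzyme reaction and -100% = no-enzyme basal signal; the screen sought inhibitors and activators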
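Recombinant human enzyme (4 nM); glycogen substrate; 37 C, 40 min, pH 5.0. Readout: coupled glucose oxidase/Amplex Red fluorescence.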
HTT ATP protect = cytoprotection in Huntington HTT-Q103 PC12 cell model; PC12 HTT-Q103 induced, cytoprotection, ATP luminescence, 40 h; actives 0.14% (n = 230,000); Potency, µM (highest dose often 56.4 µM), for inactives: cytoprotection (ATP increase), most hits filed as activators;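 note: % of control where 0% means no effect; nearly all actives have a fitted effect of over 45% in size; toxic huntingtin expression switched on by the ecdysone agonist tebufenozide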
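Rat PC12, Q103 Htt exon1-GFP fusion, ecdysone promoter; tebufenozide inducer 100 nM final; compound titration; qHTS, 1500 cells/well; ATPlite luminescent read.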
Tau fibril FP = blocks human tau fibril formation measured by polarization; actives 0.39% (n = 280,000); Potency, µM (titrated, usually from 57.7 µM), inactives show at the highest dose activity, negative = inhibition, actives largely listed as inhibitors; P10636; K18 P301L tau heparin fibrillization, Alexa594 FP, 6 h; note: % is set by controls: 0 for no effect and ±100 for the full control effect; nearly all actives have a fitted effect of over 55% in size
Target sequence (P10636 561-689 P618L limits assumed): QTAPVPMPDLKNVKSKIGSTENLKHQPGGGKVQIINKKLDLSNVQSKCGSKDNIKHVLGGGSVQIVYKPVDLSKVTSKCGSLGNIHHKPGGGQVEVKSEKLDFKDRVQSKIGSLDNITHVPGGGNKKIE
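Read-out: fluorescence polarization of Alexa 594-labeled tau (0.24 uM), 555 nm excitation, 632 nm emission. Mixtures held 15 uM unlabeled K18 P301L, compound and 20 uM heparin, pH 7 acetate buffer, incubated 6 hr at 37 C.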
Tau fluor cs = counter-screen for tau fibril formation inhibitors. tau K18 P301L Alexa594 fluorescence, heparin fibrillization. Potency, µM (top dose mostly 57.7 µM), inactives show at the highest dose activity change, negative = decrease. actives 0.93% (n = 280,000). AID 1463; note: % is set by controls: 0 for no effect and ±100 for the full control effect; nearly all actives have a fitted effect of over 55% in size
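Human tau K18 P301L (15 uM unlabeled, 0.24 uM Alexa 594-labeled) in 100 mM sodium acetate pH 7 with 20 uM heparin, 6 hr at 37 C. ThT 30 uM added, 1 hr ambient; Alexa 594 FP and total fluorescence read at 555/632 nm.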
aGal spleen mod = alpha-galactosidase A (human) modulation. actives 0.008% (n = 240,000). human spleen homogenate, 4MU-alpha-Gal fluorescence, 40 min. Potency, µM (titrated, usually from 80 µM), inactives show at the top dose activity change, negative = inhibition, actives largely listed as inhibitors. P06280;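 note: 0% = enzyme with vehicle and -100% = no enzyme basal signal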
Target sequence (P06280 32-429 limits assumed): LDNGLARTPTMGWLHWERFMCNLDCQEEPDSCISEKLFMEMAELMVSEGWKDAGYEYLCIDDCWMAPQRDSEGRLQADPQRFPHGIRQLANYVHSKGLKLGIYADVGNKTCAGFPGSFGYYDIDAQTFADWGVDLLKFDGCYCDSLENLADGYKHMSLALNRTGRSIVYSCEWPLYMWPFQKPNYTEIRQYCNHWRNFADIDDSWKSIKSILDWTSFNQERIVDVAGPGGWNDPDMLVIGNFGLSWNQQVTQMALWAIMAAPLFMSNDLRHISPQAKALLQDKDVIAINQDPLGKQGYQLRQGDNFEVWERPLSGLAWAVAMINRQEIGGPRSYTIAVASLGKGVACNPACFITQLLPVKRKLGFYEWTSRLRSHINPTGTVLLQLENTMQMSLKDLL
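Fluorogenic readout (Ex 365/Em 440 nm) of 4-methylumbelliferone released from 1 mM 4-MU-alpha-galactoside by spleen homogenate, 40 min at 37C, pH 5.0. Data normalized to no-enzyme and enzyme controls; Hill-equation AC50 from compound titrations.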
GAA spleen mod = lysosomal alpha-glucosidase (human) modulation. P10253. human spleen homogenate, 4-MU-alpha-glucoside fluorescence. Potency, µM (highest dose often 79.9 µM), without a hit: at the top dose activity change, negative = inhibition, usual class: inhibitors. actives 0.006% (n = 240,000). AID 2112;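 note: 0% = enzyme with vehicle and -100% = no enzyme basal signal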
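AC50 values come from Hill-equation fits of concentration-response data, normalized to no-enzyme and full-activity controls. Enzyme source: 1 ug human spleen homogenate; 1 mM fluorogenic 4-MU glucoside, pH 5.0 citrate buffer, 37 C, 40 min.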
Tau ThT inhib = blocks human tau fibril formation measured by thioflavin T | actives 2.1% (n = 270,000) | recombinant tau K18 P301L, heparin-induced fibrillization, ThT fluorescence | AID 1460 | Potency, µM (highest dose often 57.4 µM), for the others: at the top dose activity, negative = inhibition, usual class: inhibitors; note: % is set by controls: 0 for no effect and ±100 for the full control effect; nearly all actives have a fitted effect of over 55% in size
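ThT emission at 510 nm, taken 1 hr after adding 30 uM dye, quantifies aggregates formed when 20 uM heparin acts on human tau K18 P301L for 6 hr at 37 C.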
Starred values were filed as active, the others as inactive; ? = inconclusive; · = not tested or not shown; & = joins results of further samples; [ ] = another dose, or the depositor's remark. Calls come from the whole dose curve; as a rule, active = well fitted curve in the direction sought with a large enough effect; inconclusive = small, poorly fitted or top-dose-only effect, or another doubt; inactive = no such curve, though single readings can be large; an effect the other way counts as inactive or inconclusive. Potency is the fitted concentration of half-maximal effect. No enrichment for hits; overall some 3.3% were active at least once.

Field names: A = GAA inh; B = GAA glycogen mod; C = HTT ATP protect; D = Tau fibril FP; E = Tau fluor cs; F = aGal spleen mod; G = GAA spleen mod; H = Tau ThT inhib
NC(=O)[C@@H]1CCOc2c(I)cc([N+](=O)[O-])cc2C(=O)N[C@@H](CO)C(=O)NCC(=O)N1
  A: -5.3% | B: 7.4% | C: · | D: -2.1% | E: -3.4% | F: 0.3% | G: 3.4% | H: -14.9%
Cc1ccc(C)c(NC(=O)C(=O)NCC(c2cccnc2)N2CCN(c3ccc(F)cc3)CC2)c1 (stereo unspecified)
  A: · | B: 3.3%[76.3 µM] | C: · | D: 11.1% | E: -1.9% | F: · | G: · | H: -10.1%
COc1ccccc1CNC(=O)C1CCC(CNc2c(N3CCC(C)CC3)c(=O)c2=O)CC1 (stereo unspecified)
  A: · | B: -1.5% | C: -3.7%[10 µM] | D: 2.2% | E: -4.7% | F: -0.5% | G: -2.4% | H: ·
O=C(NC1CC1)C1=C[C@@H](c2c[nH]c3ccccc23)C[C@@H](OCCCCO)O1
  A: · | B: -8.4% | C: -17.4%[10 µM] | D: 2.0% | E: -6.0% | F: 0.9% | G: -2.2% | H: -13.3%
O=C(CS(=O)c1ccccc1[N+](=O)[O-])Oc1ccc(Br)cc1 (stereo unspecified)
  A: · | B: 14.9% | C: 32.5%[10 µM] | D: ? | E: ? | F: 3.5% | G: -0.6% | H: ?
N/C(Cn1nnc(-c2ccccc2)n1)=N\O
  A: 1.2% | B: 1.0% | C: -7.2%[10 µM] | D: -1.0% | E: 3.1% | F: 13.0% | G: -5.1% | H: -1.7%
Cc1ccc2[nH]c(C)c(CCNC(=O)C3CCCCC3C(=O)OCC(F)(F)F)c2c1 (stereo unspecified)
  A: -22.3% | B: -5.1% | C: -6.9%[10 µM] | D: 20.0% | E: -29.2% | F: 2.1% | G: -6.4% | H: -1.0%
COC(=O)c1cc(C(=O)Nc2nnc(CC(C)(C)C)s2)cc([N+](=O)[O-])c1
  A: -3.5% | B: -1.1% | C: 20.8%[10 µM] | D: 1.5% | E: 0.2% | F: 3.6% | G: 8.0% | H: 4.1%
CCOC(=O)CCCCC(=O)c1[nH]c(=O)[nH]c1Cn1cnc2ccccc21
  A: -3.0% | B: -0.9% | C: 2.9% | D: 7.5% | E: 6.1% | F: -10.4% | G: -10.5% | H: 4.4%
Nc1nonc1-c1nc2ccccc2n1CC(=O)NC1CCCC1
  A: 0.6% | B: -4.5% | C: -6.2% | D: -6.8% | E: 4.4% | F: 5.6% | G: -0.7% | H: -5.0%
Cc1ccc(N2C(=S)NC3c4ccccc4OC2(C)C3C(=O)N(C)C)cc1 (stereo unspecified)
  A: 2.5% | B: 4.7% | C: -2.4% | D: -7.5% | E: -4.3% | F: -5.0% | G: -3.6% | H: -6.7%
O=S(=O)(NC(=NC1CCCC1)C(F)(F)F)c1ccccc1
  A: -5.7% | B: 10.5% | C: -15.0% | D: -0.1% | E: -3.1% | F: -2.2% | G: -4.8% | H: 1.5%
CC(C)C1C(=O)NC(=S)N1S(=O)(=O)c1ccc(C(C)(C)C)cc1 (stereo unspecified)
  A: 1.0% | B: 4.4% | C: -2.0% | D: -2.5% | E: -13.1% | F: -1.8% | G: -3.3% | H: -6.0%
Cc1sc2nc(SCC(=O)N3CCCCC3)[nH]c(=O)c2c1C
  A: -6.8% | B: -6.4% | C: -18.1%[1.9 µM] | D: -4.2% | E: -6.1% | F: 11.5% | G: -2.3% | H: -20.5%
COc1cc(Cl)c(S(=O)(=O)n2cnc(C)c2)cc1Cl
  A: -21.6% | B: 4.8% | C: 4.9%[10 µM] | D: -1.3% | E: -4.7% | F: 5.6% | G: -1.4% | H: -10.1%
O=C(c1sc2cc([N+](=O)[O-])ccc2c1Cl)N1CCOCC1
  A: -9.6% | B: 5.7% | C: 3.8%[10 µM] | D: -4.2% | E: 3.9% | F: -1.0% | G: -4.2% | H: -1.9%
COc1cccc(-c2nc3c(c(SCc4ccccc4Cl)n2)Cc2c(CO)cnc(C)c2O3)c1
  A: · | B: 5.8%[76.3 µM] | C: · | D: 3.2% | E: 5.7% | F: · | G: · | H: 8.4%
CC(=O)O[C@H](C(=O)O[C@@H]1C[C@@H](CCC[C@H]2O[C@H](C(=O)OC(C)C)CC[C@@H]2C)O[C@@H](CC#N)C1)c1ccccc1
  A: · | B: · | C: ? | D: 9.1% | E: -3.8% | F: 4.9% | G: -6.2% | H: -4.4%
C=CCOC(=O)c1c(C)nc2cc3c(cc2c1C)OCO3
  A: 5.0% | B: -0.2% | C: -2.1%[10 µM] | D: 3.8% | E: -2.2% | F: -0.5% | G: 6.1% | H: -15.6%
Cc1c(CN(C)C(=O)c2nn(C)cc2[N+](=O)[O-])cnn1C
  A: -3.1% | B: 11.9% | C: · | D: 3.5% | E: 8.0% | F: -3.3% | G: -2.6% | H: 4.4%
Oc1cccc(Nc2ncnc3ccccc23)c1
  A: 0.2% | B: -6.2% | C: -23.9% | D: 9.2% | E: -6.1% | F: ? | G: -14.9% | H: -8.3%
Cc1cc(C(F)(F)F)nn1CC(=O)N(C)c1ccccc1
  A: 8.3% | B: -1.0% | C: 14.5%[10 µM] | D: -4.6%[2.34 µM] | E: 4.2% | F: -0.6% | G: -7.6% | H: 2.8%
CCC(=O)Nc1c2c(nn1-c1ccc(OC)cc1)CS(=O)C2 (stereo unspecified)
  A: -10.7% | B: 3.6% | C: 3.1% | D: 4.1% | E: -2.0% | F: -3.3% | G: -1.8% | H: -2.0%
COc1ccc(NC(=O)C(=S)NC2CCCCC2)cc1
  A: 0.8% | B: -2.4% | C: 13.0%[10 µM] | D: ? | E: -21.5% | F: 2.7% | G: 3.5% | H: ?
NC(=O)CC[C@H](N)C(=O)O
  A: · | B: · | C: · | D: 5.7%&-9.3% | E: -10.9%&-2.7% | F: 14.1%&-21.4% | G: -1.9%&-3.5% | H: -8.3%&0.2%

Reformatted in CSV form: part of the list above.
canonical_smiles,GAA inh,GAA glycogen mod,HTT ATP protect,Tau fibril FP,Tau fluor cs,aGal spleen mod,GAA spleen mod,Tau ThT inhib
COc1cccc(-c2nc3c(c(SCc4ccccc4Cl)n2)Cc2c(CO)cnc(C)c2O3)c1,·,5.8%[76.3 µM],·,3.2%,5.7%,·,·,8.4%
CC(=O)O[C@H](C(=O)O[C@@H]1C[C@@H](CCC[C@H]2O[C@H](C(=O)OC(C)C)CC[C@@H]2C)O[C@@H](CC#N)C1)c1ccccc1,·,·,?,9.1%,-3.8%,4.9%,-6.2%,-4.4%
C=CCOC(=O)c1c(C)nc2cc3c(cc2c1C)OCO3,5.0%,-0.2%,-2.1%[10 µM],3.8%,-2.2%,-0.5%,6.1%,-15.6%

Further results
Field names: A = GAA inh; B = GAA glycogen mod; C = HTT ATP protect; D = Tau fibril FP; E = Tau fluor cs; F = aGal spleen mod; G = GAA spleen mod; H = Tau ThT inhib
Cc1cc(-c2cccc(Br)c2)c(C#N)c(N)n1
  A: -0.7% | B: 4.1% | C: -8.3% | D: 0.4% | E: -6.4% | F: 2.1% | G: 2.5% | H: -6.1%
CCC1CCCCN1C(=O)c1cc(COc2ccc3ncccc3c2)on1 (stereo unspecified)
  A: · | B: 13.3% | C: 19.3%[10 µM] | D: 0.5% | E: 0.4% | F: -10.8% | G: 2.8% | H: -13.9%
CCCc1nc(-c2ccc(-c3ccc(F)cc3)cc2)no1
  A: 6.8% | B: 8.5% | C: -5.6% | D: -0.2% | E: -6.4% | F: 5.5% | G: 0.4% | H: -6.5%
CN(C)Cc1n[nH]c(=O)c2ccccc12
  A: -2.4% | B: 1.0% | C: -3.1% | D: 1.4% | E: 2.5% | F: 0.9% | G: · | H: -3.1%
CCOC(=O)c1[nH]c(C)c(C(=O)Nc2ccc(C)c(C)c2)c1C
  A: -5.7%[15.4 µM] | B: -11.7% | C: -30.3% | D: -9.8% | E: -18.6% | F: 5.7% | G: 4.0% | H: ?
CN=c1scc(C)n1/N=C/c1cc(Br)c(O)c(Br)c1
  A: 0.0% | B: 17.7% | C: -99.1%[inhibitor] | D: 8.6% | E: -26.0% | F: -7.2% | G: -5.3% | H: ?
CCOC(=O)N1CCN(C(=S)Nc2cc(OC)c(OC)cc2C(=O)OC)CC1
  A: 1.9% | B: 2.5% | C: -7.6% | D: 0.2% | E: -3.8% | F: 8.9% | G: -1.2% | H: -5.6%
N=C1C(c2nc3ccccc3s2)=C(O)CN1NC(=O)c1ccco1
  A: 1.2%[15.4 µM] | B: 1.2% | C: 9.5%[10 µM] | D: -9.1% | E: -7.0% | F: -3.3% | G: -0.7% | H: -10.3%
Cn1cnc([N+](=O)[O-])c1Oc1ccc2ccccc2c1
  A: -4.2% | B: 6.7% | C: -16.0%[10 µM] | D: -1.3% | E: -20.7% | F: 0.0% | G: 1.8% | H: ?
CCN1CCN(c2cc(N3CCc4ccccc4C3)c(F)cc2[N+](=O)[O-])CC1
  A: 0.5% | B: 2.2% | C: -23.9%[10 µM] | D: 5.7% | E: -21.6% | F: 0.2% | G: -2.5% | H: 14.1µM*
CSc1ncc(C(=O)N2CCN(c3cc(Cl)ccc3C)CC2)c(C)n1
  A: · | B: 15.8%[76.3 µM] | C: · | D: 4.0% | E: -12.2% | F: · | G: · | H: -17.6%
COc1ccccc1C(=O)Nc1ccc(C2=NNC(=O)CC2C)cc1 (stereo unspecified)
  A: -5.9% | B: 9.2% | C: · | D: 2.7% | E: -8.8% | F: -6.5% | G: -3.0% | H: ?
O=C(CSc1nnnn1-c1cccc2c1CCCC2)N1CCCC1
  A: 0.2% | B: 7.7% | C: -3.8%[10 µM] | D: 2.5% | E: 5.8% | F: -2.4% | G: -5.5% | H: 1.9%
COc1ccc(C(=N/O)/C(=N/O)c2ccc(OC)cc2)cc1
  A: -7.2% | B: -2.0% | C: -14.0% | D: 1.0% | E: 2.2% | F: 2.7% | G: -0.7% | H: -6.4%
Cc1ccc(C2=NOC3(CC(=O)N(c4ccccc4)C3=O)C2)cc1 (stereo unspecified)
  A: ? | B: 4.2% | C: 1.4%[10 µM] | D: -6.1% | E: -8.7% | F: -0.5% | G: -8.5% | H: -11.1%
CC1CN(S(=O)(=O)c2cccc(C(=O)Nc3ccc(S(=O)(=O)Nc4ncccn4)cc3)c2)CC(C)O1 (stereo unspecified)
  A: -11.1% | B: -8.6% | C: 1.3% | D: -10.0% | E: -9.0% | F: 2.9% | G: -4.1% | H: -3.3%
